# CSN inh = inhibitors of human CSN-mediated cullin deneddylation. AID 651999. inhibition, % at 12.5 µM. Purified CSN, SCF-Nedd8-OG deneddylation, fluorescence polarization. 360,000 compounds, 0.38% hits. Q92905;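 active = pattern-corrected inhibition above about 35%, with an unprinted fluorescence ratio check between 0.5 and 1.5, limit read from the data, passing the limit was not always enough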;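 note: 0% = enzyme with substrate and 100% = substrate without enzyme; some results filed as inactive read as strong as hits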
# Target sequence (Q92905 whole entry, looked up, one chain of several): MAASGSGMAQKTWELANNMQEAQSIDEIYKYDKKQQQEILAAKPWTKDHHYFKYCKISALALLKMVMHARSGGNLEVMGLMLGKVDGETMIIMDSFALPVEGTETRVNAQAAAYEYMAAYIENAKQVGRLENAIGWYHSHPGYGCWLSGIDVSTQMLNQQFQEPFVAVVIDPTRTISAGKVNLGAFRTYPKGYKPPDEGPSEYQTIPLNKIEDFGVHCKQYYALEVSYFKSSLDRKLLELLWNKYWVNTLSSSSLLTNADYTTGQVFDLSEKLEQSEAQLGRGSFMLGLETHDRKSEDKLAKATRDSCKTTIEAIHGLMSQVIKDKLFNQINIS
#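 assay system = purified human Csn5 enzyme expressed in HEK293T cells | amount = 0.24 nM enzyme | buffer or medium = Tris/NaCl/DTT buffer, pH 7.5 | reagent = 10 nM SCFSkp2-Nedd8OG | compound = one concentration, 12.5 µM, 0.25% DMSO | times = 90 min reaction at room temperature | signal = FP | read-out basis = % inhibition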
# SUMO1-SIM PPI = alters human SUMO1 binding to SIM partners; 360,000 compounds, 0.33% hits; AID 602429; SUMO1 binding to a labelled peptide, TR-FRET, 1 h; inhibition, % at 20 µM; P63165; in the data active = inhibition above about 37%
# Target sequence (P63165 whole entry, looked up): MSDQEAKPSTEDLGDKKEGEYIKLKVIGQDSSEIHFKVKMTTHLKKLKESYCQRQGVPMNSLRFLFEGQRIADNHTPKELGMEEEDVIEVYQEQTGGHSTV
# Neddylation inh = cullin neddylation inhibition; P61081+Q13564; TR-FRET cullin neddylation, biochemical; calls only at 25 µM; 360,000 compounds, 0.58% hits; in the data active = inhibition above about 36%
# Rin1 Abl inh = human Rin1-Abl interaction inhibition. P00519+Q13671. TR-FRET Rin1/Abl binding, biochemical. inhibition, % at 7.35 µM. 360,000 compounds, 0.4% hits. AID 588664; in the data active = inhibition above about 5%, passing the limit was not always enough
# LMPTP block = blocks human LMPTP phosphatase; 360,000 compounds, 0.22% hits; recombinant LMPTP-A, OMFP fluorogenic substrate, fluorescence intensity; AID 651560; P24666; inhibition, % at 20 µM;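 active = compounds that cut the enzyme signal by at least half of the control window in the single-dose screen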;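 note: plate controls were DMSO wells with enzyme plus substrate for no effect and substrate without enzyme for full effect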
# Target sequence (P24666 whole entry, looked up): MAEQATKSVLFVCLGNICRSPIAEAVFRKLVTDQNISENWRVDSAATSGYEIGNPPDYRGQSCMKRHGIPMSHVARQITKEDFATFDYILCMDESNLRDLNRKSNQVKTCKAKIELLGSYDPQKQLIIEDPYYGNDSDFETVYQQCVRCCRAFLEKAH
#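 Assay system: LMPTP-A, protein tyrosine phosphatase of low molecular weight / Medium: pH 6.0 Bis-Tris buffer with DTT and Triton X-100 / Schedule: 50 min enzyme reaction at room temperature, protected from light / Measured by: endpoint fluorescence intensity from OMFP dephosphorylation / Read-out basis: % inhibition relative to no-enzyme and uninhibited control wells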
# Rpn11 inh = inhibitors of human proteasome Rpn11 | O00487 | human 26S proteasome, Ub4-pepOG fluorescence polarization; 20S core pre-blocked with epoxomicin | calls only at 20 µM | 360,000 compounds, 0.59% hits | AID 588493;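 active = inhibition at 20 µM, scaled to each plate's controls, above about 33%, limit read from the data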
# Target sequence (O00487 whole entry, looked up): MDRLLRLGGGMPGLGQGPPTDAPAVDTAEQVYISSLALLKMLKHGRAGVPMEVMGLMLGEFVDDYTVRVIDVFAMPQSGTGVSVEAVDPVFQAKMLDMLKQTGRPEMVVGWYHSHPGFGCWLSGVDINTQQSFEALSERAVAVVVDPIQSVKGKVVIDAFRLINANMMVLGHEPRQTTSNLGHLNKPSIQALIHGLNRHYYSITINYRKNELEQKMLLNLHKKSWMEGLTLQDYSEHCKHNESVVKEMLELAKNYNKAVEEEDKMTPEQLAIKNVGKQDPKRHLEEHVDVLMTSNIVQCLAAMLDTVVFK
# DNMT1 block = inhibitors of human DNMT1; inhibition (reported as % activation of signal), % at 10 µM; AID 588458; P26358; DNMT1 molecular beacon, Hinp1I cleavage, fluorescence; 360,000 compounds, 0.83% hits; in the data active = inhibition above about 50%
# NadD inh = NadD (S. aureus) enzyme inhibition. inhibition, % at 20 µM. 360,000 compounds, 0.78% hits. purified NadD enzyme, colorimetric absorbance read-out. AID 602399; in the data active = inhibition above about 26%; note: some compounds past the cut are filed as inactive
# Scp1 inh = Scp-1 (human) phosphatase inhibition; Recombinant Scp1, phosphopeptide, malachite green phosphate absorbance; inhibition, % at 20 µM; 340,000 compounds, 0.88% hits;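 active = inhibition above about 50% at 20 µM, limit read from the data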;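 note: plate controls were DMSO wells with enzyme for no effect and wells lacking enzyme for full effect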
#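 System: truncated SCP-1 phosphatase (76-261aa); medium: Tris acetate buffer pH 5.5 with MgCl2 and Tween-20; incubation: 45 min room-temperature reaction, 5 min colour, 30 min stabiliser; compound: single 20 µM dose, 1% DMSO; reagent: Phosphorylated 17-residue peptide substrate; read-out: % inhibition at 20 µM; technique: colorimetric free-phosphate detection, absorbance 630 nm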
# STEP block = inhibitors of human striatal-enriched phosphatase STEP | P54829 | recombinant STEP, OMFP fluorogenic substrate, fluorescence | inhibition, % at 20 µM | 360,000 compounds, 0.25% hits | AID 588621;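 active = inhibition at 20 µM, scaled per plate between control wells, above about 37%, limit read from the data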;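 note: 0% = DMSO with enzyme and substrate and 100% = substrate only without enzyme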
#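 Assay system: isolated STEP enzyme. Buffer or medium: pH 6.0 Bis-Tris with DTT and Tween 20. Also added: fluorogenic phosphatase substrate OMFP at 25 µM final. Dosing: 20 µM, 1% DMSO. Timing: 20 min reaction, room temperature, in the dark. Measured by: fluorescence intensity, excitation 480 nm, emission 540 nm. Evaluation: normalized % inhibition.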
# Active calls of the source: *; i = inactive; · = no result given; + = active, no number.
SMILES,CSN inh,SUMO1-SIM PPI,Neddylation inh,Rin1 Abl inh,LMPTP block,Rpn11 inh,DNMT1 block,NadD inh,Scp1 inh,STEP block
O=C1C=C(c2cccc(Cl)c2)C[C@@H](c2ccc(F)cc2)C1,-3,-10,i,3,1.7,i,2,0,-8,1
Cc1ccccc1C1C(C#N)=C2N=C(N)c3c(sc4c3CCCCC4)N2C2=C1C(=O)CC(C)(C)C2 (stereo not drawn),-23,0,i,1,6.1,i,-13,24,2,-2
CCCc1n[nH]c(=O)c2c1nnn2Cc1ccccc1F,-3,2,i,-3,-0.5,i,0,-3,-5,-4
CCN=C(Nc1ccc2c(c1)OCO2)SC1CC(=O)N(c2ccccc2F)C1=O (stereo not drawn),-2,-1,i,0,0.7,i,-4,1,-5,-1
Cc1ccc(S(=O)(=O)N2CCOCC2)cc1NC(=O)c1cc([N+](=O)[O-])ccc1N1CCOCC1,-2,-27,i,-1,-1.1,i,1,-1,-11,-4
O=C(CCCN1C(=O)c2cccnc2Oc2ccc(Cl)cc21)N1CCCCC1,-2,8,i,7,-2.3,i,0,6,-4,2
NC(=O)c1c(NC(=O)c2ccc(N3C(=O)CCC3=O)cc2)sc2c1CCCC2,1,-8,i,1,1.4,i,-12,19,-5,1
CCN(CC(=O)Nc1cc(Cl)ccc1C)C(=O)CCOc1ccc(C)cc1,3,-3,i,1,0.7,i,0,-2,-9,1
COc1ccc(NC(=O)NCCCCc2ccccc2)cc1OC,1,4,i,3,-0.2,i,1,-7,-9,-1
Cc1cccc(Nc2cc(C)c3c(O)cccc3n2)c1C,7,-4,i,-7,69*,i,-29,9,-12,5
Cc1cc(C)n2nc(-c3ccc(F)cc3)cc2n1,-1,-2,i,0,-1.2,i,2,-4,·,-1
C=CC[C@H](CC(=O)NCCO)C(=O)N[C@@H](C)COC(=O)[C@@H](CC=C)CC(=O)OC(C)(C)C,1,2,i,1,-1.3,i,3,-1,1,-1
CC(=O)N1CCOc2ccc(S(=O)(=O)N3CCC(C(=O)Nc4ccc(C)c(C)c4)CC3)cc21,0,4,i,0,1.5,i,1,-6,1,6
COc1cc(CCC(=O)Nc2nnc(C)s2)cc(OC)c1OC,0,-7,i,0,-0.7,i,1,6,-1,-1
Cc1nc2ccccc2n1C1CC(=O)N(N(C)C)C1=O (stereo not drawn),6,-4,i,3,-1.1,i,-1,3,0,-1
CCOC(=O)C1CCN(C(c2cccc(F)c2)c2sc3nc(C)nn3c2O)CC1 (stereo not drawn),-7,-2,i,1,-1.8,i,2,-2,-4,3
COC(=O)c1cc(NC(=O)C(C)c2ccc(CC(C)C)cc2)ccc1O (stereo not drawn),-2,-1,i,3,9.8,i,3,-5,-5,2
CCn1c(O)c(/C=N/N=C2CCCCC2)c2cc(C3=NNC(=O)CC3)ccc21,12,-13,i,-2,-0.6,i,-4,4,3,1
COc1ccc2c(c1)C=C(C(=O)NCc1ccc(Cl)cc1)CO2,-4,-18,i,-3,1.0,i,-8,-4,-25,1
CCCc1cc(=O)[nH]c(SCC(=O)N(CC)C2CCS(=O)(=O)C2)n1 (stereo not drawn),-1,-3,i,4,-2.6,i,1,-6,7,2
CCOCCCNCC(=O)N1CCN(S(=O)(=O)c2ccc(C)cc2)CC1,-1,1,i,-2,-0.4,i,2,2,-9,-4
COc1ccc(/C=C/C(=O)Nc2ccccc2C(=O)NCC(c2ccc(OC)cc2)N(C)C)cc1 (stereo not drawn),0,-12,i,-4,0.7,i,-2,-6,-4,3
NS(=O)(=O)c1cccc(NC(=O)CNC(=O)CC23CC4CC(CC(C4)C2)C3)c1,-3,-2,i,3,-0.5,i,9,0,-10,-2
Cc1cccc(CNC(=O)c2sc(=O)n(Cc3c(C)cccc3C)c2C)c1,-4,4,i,0,3.0,i,-3,1,·,-1
CC(C)n1nc(C(=O)Nc2ccccc2N2CCOCC2)c2ccccc2c1=O,-7,0,i,0,-1.3,i,19,-1,7,-2
Cc1cc(C)cc(NC(=O)c2cnn(-c3ccccc3)c2C2CCNCC2)c1,-1,-4,i,1,-1.4,i,-1,-8,0,2
CN(C)C(=S)Oc1ccccc1C1(C)OCCO1,-3,-5,i,-3,0.3,i,-1,-3,·,3
O=C(Nc1nnc(-c2ccco2)o1)c1ccc(N2C(=O)CCC2=O)cc1,-1,19,i,2,0.5,i,13,-6,22,-2
O=C(NNC(=O)c1ccccc1F)c1cccc(Cl)c1,-3,0,i,-2,-0.9,i,0,3,-3,2
O=S(=O)(c1ccccc1F)N1CCc2ccccc2C1,-1,1,i,-1,0.4,i,-1,-9,-11,2
COc1ccc(C)cc1NC(=O)CCCN1C(=O)C2CC=CCC2C1=O (stereo not drawn),4,-2,i,-2,0.7,i,0,-3,-2,0
CCN(CC)CCNc1nc(-c2ccco2)c2c(c1C#N)CC(C)(C)OC2,-5,-6,·,-7,0.7,i,-2,-3,-11,2
Cc1ccc(CNC(=O)c2nc3nc(C)cc(C)n3n2)cc1,1,3,i,-1,1.1,i,1,-1,-6,1
CCCN(CC#CC(O)(c1ccccc1)c1cccnc1)CCC (stereo not drawn),0,4,i,0,0.5,i,4,-7,-2,-1
Cc1cc(Cl)c(O)c(-n2nc3ccccc3n2)c1,-1,-5,i,0,-1.5,i,26,-3,-5,-1
Cc1ccccc1CC1(CO)CCCN(Cc2ccc3c(c2)OCCO3)C1 (stereo not drawn),-1,-2,i,0,-0.1,i,0,-2,-1,-4
COc1cc(CN2CC(=O)N(c3cc(Cl)ccc3C)C2=S)cc(OC)c1OC,-6,2,i,1,1.1,i,-6,-3,-17,3
Cc1ccccc1/C=N/N1C(=O)CSC1=S,-1,-4,i,1,0.3,i,-2,-6,-4,2
O=C(OCc1nnc(-c2ccccc2)o1)c1cc(=O)[nH]c2ccccc12,-5,-27,i,-6,2.4,i,1,-1,-7,-1
CSc1nc(C(=O)N2CCCC(N3CCN(c4ccccc4C)CC3)C2)cs1 (stereo not drawn),2,-2,i,1,1.2,i,1,-3,-6,0
Cc1ccccc1C(=O)Nc1nnc(-c2ccco2)s1,2,1,i,4,0.4,i,0,7,-3,7
COc1ccc(/C=C/C(=O)CC(O)(c2ccccc2)C(F)(F)F)cc1 (stereo not drawn),7,-5,i,2,-0.1,i,0,-12,-6,1
CN(C)CC1CCCCC1OC(=O)c1ccc(Cl)cc1 (stereo not drawn),2,2,i,5,-4.8,i,5,-5,-9,-3
CCNc1nc(Cl)nc(N(NC(C)=O)C(C)C)n1,-4,-4,i,-2,-1.3,i,0,-6,-11,0
O=C(NN1C(=O)/C(=C/C=C/c2ccco2)SC1=S)c1ccccc1O,74,77*,i,5,61*,+,91*,40*,74*,14

# 5 compounds from above, sorted by the value under DNMT1 block, smallest number first:
compound | DNMT1 block
Cc1cccc(CNC(=O)c2sc(=O)n(Cc3c(C)cccc3C)c2C)c1 | -3
CCN(CC)CCNc1nc(-c2ccco2)c2c(c1C#N)CC(C)(C)OC2 | -2
O=S(=O)(c1ccccc1F)N1CCc2ccccc2C1 | -1
O=C(CCCN1C(=O)c2cccnc2Oc2ccc(Cl)cc21)N1CCCCC1 | 0
COc1cc(CCC(=O)Nc2nnc(C)s2)cc(OC)c1OC | 1

# Continued:
SMILES,CSN inh,SUMO1-SIM PPI,Neddylation inh,Rin1 Abl inh,LMPTP block,Rpn11 inh,DNMT1 block,NadD inh,Scp1 inh,STEP block
COc1cc(CNC(=O)c2cc(-c3cc(Cl)ccc3OC)n[nH]2)cc(OC)c1,-1,6,i,-2,1.0,i,3,-1,·,2
COc1cccc(-c2nnc(SCc3ccccn3)n2C)c1,1,2,i,1,0.7,i,3,1,-1,-1
CCCCC(Nc1ncnc2ccccc12)C(=O)O (stereo not drawn),2,0,i,-4,1.0,i,1,0,-2,0
O=C(O)c1ccc2cccnc2n1,-2,8,i,-3,-1.7,i,3,-1,12,-2
Cc1cc2c(c(=O)n1CCc1ccccc1)C(c1ccco1)C(C#N)=C(N)O2 (stereo not drawn),15,-6,·,2,0.6,i,-1,15,2,-2
Cc1cc(C)c(S(=O)(=O)c2c(C)cccc2C)c(Cl)n1,0,1,i,1,-1.0,i,-2,-7,5,-1
COc1ccc(Cl)cc1N(CC(=O)Nc1ccc2c(c1)OCO2)S(C)(=O)=O,0,-6,i,-1,0.2,i,-8,0,-2,-1
CCOC(CNc1ncnc2sc(-c3ccccc3)cc12)OCC,5,-17,i,1,0.9,i,-7,-5,-4,-1
C=C(C)C1CC=C(C)/C(=N\NC(=O)CNc2ccccc2OC)C1 (stereo not drawn),1,-2,i,0,-0.3,i,-2,-1,-3,0
CCCc1c(C(=O)N/N=C/c2ccoc2)nnn1-c1nonc1N,-2,-3,i,-2,-1.5,i,10,-6,·,2
Cc1ccccc1NC(=O)N1C2CCCC1CC(NC(=O)C1CC1)C2 (stereo not drawn),2,-2,i,3,-1.5,i,2,-1,-6,1
O=S(=O)(Nc1cccc2cccnc12)c1ccc(S(=O)(=O)N2CCCC2)cc1,-3,-5,i,-1,1.0,i,16,4,-1,2

# 3 entries picked at random from the list so far:
SMILES,CSN inh,SUMO1-SIM PPI,Neddylation inh,Rin1 Abl inh,LMPTP block,Rpn11 inh,DNMT1 block,NadD inh,Scp1 inh,STEP block
O=C(O)c1ccc2cccnc2n1,-2,8,i,-3,-1.7,i,3,-1,12,-2
Cc1cc(C)c(S(=O)(=O)c2c(C)cccc2C)c(Cl)n1,0,1,i,1,-1.0,i,-2,-7,5,-1
COc1cccc(-c2nnc(SCc3ccccn3)n2C)c1,1,2,i,1,0.7,i,3,1,-1,-1
